From PubChem BioAssay
TRb SRC2 PPI: TRbeta-SRC2 interaction inhibition | P10828 | TRbeta-SRC2 peptide binding, fluorescence polarization; receptor liganded with 1 µM T3 | Potency, µM (series often up to 106 µM), for inactives: at the top dose activity change, negative = inhibition, usual class: inhibitors | AID 1469 | 0.065% of 280,000 active;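 note: potency is the fitted concentration of half-maximal effect; plate controls were bound peptide for no effect and peptide without receptor for full effect; nearly all actives have a fitted effect of over 50% in size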
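Decrease in fluorescence polarization of 20 nM Texas Red SRC2 coactivator peptide flagged inhibition of its binding to 0.6 uM TRb LBD; 1 uM T3 included, incubation 5 hr, ex 555/em 632 nm.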
Tau FP inhib: blocks human tau fibril formation measured by polarization; AID 1468; 0.39% of 280,000 active; Potency, µM (titrated, usually from 57.7 µM), inactives show at the highest dose activity, negative = inhibition, most hits filed as inhibitors; K18 P301L tau heparin fibrillization, Alexa594 FP, 6 h; note: potency is the fitted concentration of half-maximal effect; % is set by controls: 0 for no effect and ±100 for the full control effect; nearly all actives have a fitted effect of over 55% in size
Target sequence (P10636 561-689 P618L limits assumed): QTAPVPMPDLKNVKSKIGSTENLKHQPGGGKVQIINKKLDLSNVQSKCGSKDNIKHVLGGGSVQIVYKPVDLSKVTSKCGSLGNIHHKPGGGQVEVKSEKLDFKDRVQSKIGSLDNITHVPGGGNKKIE
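Human K18 P301L fragment (15 uM unlabeled plus 0.24 uM Alexa 594-labeled) in 100 mM sodium acetate pH 7 with compound, aggregation induced by 20 uM heparin for 6 hr at 37 C. ThT (30 uM) added for 1 hr, then Alexa 594 FP read.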
Tau fluor cs: counter-screen for tau fibril formation inhibitors; tau K18 P301L Alexa594 fluorescence, heparin fibrillization; Potency, µM (doses to about 57.7 µM), for the others: top-dose activity change, negative = decrease; 0.93% of 280,000 active; AID 1463; note: potency is the fitted concentration of half-maximal effect; % is set by controls: 0 for no effect and ±100 for the full control effect; nearly all actives have a fitted effect of over 55% in size
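Human tau K18 P301L (15 uM unlabeled, 0.24 uM Alexa 594-labeled) in 100 mM sodium acetate pH 7 with 20 uM heparin, 6 hr at 37 C. ThT 30 uM added, 1 hr ambient; Alexa 594 FP and total fluorescence read at 555/632 nm.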
CBFb RUNX1 block: CBF-beta/RUNX1 interaction disruption. AID 1477. AlphaScreen CBFb-His/RUNX1-biotin binding, biochemical. Potency, µM (top dose mostly 59.8 µM), for the others: at the highest dose activity, negative = inhibition, actives largely listed as inhibitors. 230,000 tested, under 10 active; note: % of control where 0% means no effect
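Inhibition was taken as any reduction in AlphaScreen signal from the CBF-beta–RUNX1 pair (His and biotin tags, 30 nM each), measured after compound (15 min) and bead (90 min) incubations at room temperature.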
TexasRed fluor: alters Texas Red total fluorescence, flagging assay interference. TRb/SRC2 Texas Red total fluorescence interference. Potency, µM (titrated, usually from 106 µM), inactives show at the top dose fluorescence change, negative = quenching. 0.29% of 280,000 active. AID 1479; active = well fitted curve in either direction with a large enough effect; inconclusive = small, poorly fitted or top-dose-only effect; note: potency is the fitted concentration of half-maximal effect; % is set by controls: 0 for no effect and ±100 for the full control effect
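Human TRb ligand-binding domain at 0.6 uM with 20 nM Texas Red SRC2 peptide in Tris buffer containing 1 uM T3 and 5% DMSO, incubated with compound 5 h at ambient temperature. Total fluorescence (555/632 nm) calculated as parallel + 2 × perpendicular.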
GLA spleen mod: alpha-galactosidase A (human) modulation; P06280; human spleen homogenate, 4MU-alpha-Gal fluorescence, 40 min; Potency, µM (top dose mostly 80 µM), without a hit: top-dose activity change, negative = inhibition, usual class: inhibitors; 0.008% of 240,000 active;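 note: potency is the fitted concentration of half-maximal effect; 0% = enzyme with vehicle and -100% = no enzyme basal signal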
Target sequence (P06280 32-429 limits assumed): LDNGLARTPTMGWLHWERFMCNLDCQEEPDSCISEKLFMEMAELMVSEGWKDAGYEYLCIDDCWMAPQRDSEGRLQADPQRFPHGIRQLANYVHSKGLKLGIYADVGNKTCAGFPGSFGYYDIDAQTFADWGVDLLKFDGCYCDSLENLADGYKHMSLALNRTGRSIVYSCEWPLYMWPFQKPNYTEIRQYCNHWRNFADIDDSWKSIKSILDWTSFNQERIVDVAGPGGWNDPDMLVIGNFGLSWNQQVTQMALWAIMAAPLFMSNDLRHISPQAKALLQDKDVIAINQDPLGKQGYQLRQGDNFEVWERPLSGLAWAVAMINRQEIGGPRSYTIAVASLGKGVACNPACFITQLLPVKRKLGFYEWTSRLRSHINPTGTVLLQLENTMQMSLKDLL
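qHTS titration in buffer at pH 5.0. Alpha-galactosidase activity in spleen homogenate was measured via 4-methylumbelliferone release from 1 mM fluorogenic substrate after 40 min at 37C and a pH 10 stop. AC50 came from Hill fits of control-normalized data.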
NPSR antagonist: neuropeptide S receptor (human) antagonism, cAMP. CHO-NPSR cells, cAMP TR-FRET, antagonist mode. Potency, µM (series often up to 38.3 µM), inactives show top-dose activity change, negative = inhibition, actives largely listed as inhibitors. Q6W5P4. AID 1461. 1% of 220,000 active; note: potency is the fitted concentration of half-maximal effect; % is set by controls: 0 for no effect and ±100 for the full control effect; nearly all actives have a fitted effect of over 50% in size; many of its hits are not listed in these tables
Target sequence (Q6W5P4 whole entry, looked up): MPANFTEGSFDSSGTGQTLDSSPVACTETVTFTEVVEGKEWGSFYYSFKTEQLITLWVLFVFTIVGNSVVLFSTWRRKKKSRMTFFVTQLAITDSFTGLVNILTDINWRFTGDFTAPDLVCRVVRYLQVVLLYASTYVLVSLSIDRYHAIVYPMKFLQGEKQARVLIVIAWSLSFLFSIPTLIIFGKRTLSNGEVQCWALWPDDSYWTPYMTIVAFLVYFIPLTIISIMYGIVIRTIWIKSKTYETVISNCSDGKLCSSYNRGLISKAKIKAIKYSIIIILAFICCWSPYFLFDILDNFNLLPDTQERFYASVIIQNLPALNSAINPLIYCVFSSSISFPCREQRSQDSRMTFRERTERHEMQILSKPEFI
Epigenetic derep: regulators of epigenetic silencing causing reporter derepression in mouse cells | 0.2% of 280,000 active | murine LDR cells, GFP reporter derepression, 30 h | Potency, µM (titrated, usually from 53.9 µM), without a hit: at the top dose GFP activation, actives largely listed as activators; note: potency is the fitted concentration of half-maximal effect; % of control where 0% means no effect; nearly all actives have a fitted effect of over 60% in size
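Readout is the number of GFP-expressing murine LDR cells, counted by cytometry following washing. Cells were treated with compound for 30 h at 37 C; the stably integrated CMV-GFP locus is normally silent.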
* = called active by the depositor; ? = inconclusive; . = no result given; [ ] = another dose, or the depositor's remark. Unless noted, calls come from the whole dose curve; as a rule, active = well fitted curve in the direction sought with a large enough effect; inconclusive = small, poorly fitted or top-dose-only effect, or another doubt; inactive = no such curve, though single readings can be large; an effect the other way counts as inactive or inconclusive.

Below each compound – TRb SRC2 PPI	Tau FP inhib	Tau fluor cs	CBFb RUNX1 block	TexasRed fluor	GLA spleen mod	NPSR antagonist	Epigenetic derep
- CC(C)COc1ccc(C(=O)N/C(=C/c2cccc([N+](=O)[O-])c2)C(=O)O)cc1
 : 2.0%	-1.1%	-4.3%	3.8%	-2.3%	-1.0%	0.2%	-0.4%
- Cc1ccccc1-n1nc2c(c1NC(=O)c1ccc(S(=O)(=O)N(C)C)cc1)CSC2
 : -4.7%	-8.4%	-1.2%	2.6%	0.8%	4.0%	-27.2%[46.1 µM]	2.4%
- Cc1[nH]c2ccccc2c1C(=O)CN1CCCC1
 : 8.2%	-5.6%	-24.0%	?	0.5%	-27.1%	-10.8%[46.1 µM]	8.6%
- Cc1ccc(NC(=O)CCC(=O)NNC(=O)NC23CC4CC(CC(C4)C2)C3)cc1C
 : -3.2%	-6.6%	-20.1%	10.3%	-1.1%	6.6%	-9.4%	-0.2%
- CN(C)S(=O)(=O)c1ccc(Cl)c(NC(=O)CSc2nnnn2-c2ccc(O)cc2)c1
 : 3.1%	-1.7%	-2.2%	-4.6%	-0.7%	14.6%	-1.9%	10.6%
- COC(=O)[C@H](C)NC(=O)C/C=C\[C@@H](C)[C@H]1C=C[C@H](O)[C@@H](CO)O1
 : -14.6%[11.2 µM]	6.2%[11.6 µM]	-0.8%[11.6 µM]	7.1%[13.1 µM]	-52.0%[11.2 µM]	-3.5%[17.5 µM]	.	0.0%[10.1 µM]
- O=C(/C=C\c1ccccc1)Nc1ccc(NC(=O)c2ccco2)cc1
 : -1.0%	-14.2%	-19.7%	-0.1%	-0.3%	-0.4%	-5.8%	6.3%
- CCC(=O)NC(Nc1cc(C)cc(C)n1)(C(F)(F)F)C(F)(F)F
 : -1.9%	-10.7%	-1.8%	-4.3%	-1.2%	5.2%	-4.8%[46.1 µM]	0.0%
- CN(C)S(=O)(=O)c1ccc2nnn(OCC(=O)NC34CC5CC(CC(C5)C3)C4)c2c1
 : -6.2%	?	-19.5%	-4.2%	1.2%	6.4%	-3.3%	-0.9%
- Cc1cc(=O)n2nc(N3CCCC(C(=O)N4CCOCC4)C3)sc2n1 (stereo not given)
 : 0.9%	0.9%	2.2%	-2.7%	-2.3%	-2.7%	15.5%[46.1 µM]	-1.8%
- COc1cccc(NC(=O)COC(=O)c2ccco2)c1
 : 2.4%	6.8%	-5.3%	-4.5%	-1.4%	3.5%	14.2%[46.1 µM]	0.0%
- COc1ccc(-c2cc(=O)[nH]c(NCc3ccccc3)n2)cc1
 : -11.6%	-15.5%	-29.8%	-6.2%	-1.3%	3.4%	-27.9%[46.1 µM]	-2.1%
- O=C1CC2CS(=O)(=O)CC2N1c1ccc(Cl)cc1Cl (stereo not given)
 : -6.0%	3.8%	2.8%	15.3%	3.0%	-1.9%	-3.5%[46.1 µM]	-1.2%
- CCC(C)(C)n1nnnc1CN1CCN(C(c2ccccc2)c2ccccc2)CC1
 : -1.1%	-4.2%	-4.5%	1.5%	0.1%	5.4%	?	-0.8%
- CCO[C@@H]1OC(C(=O)N2CCN(Cc3ccc4c(c3)OCO4)CC2)=C[C@H](C)[C@H]1CCCO
 : -3.7%	10.8%	-6.5%	1.9%	-1.9%	-5.6%	4.9%	1.9%
- Cc1ccc(OC(=O)c2cc(-c3ccc4c(c3)OCCO4)on2)cc1C
 : 1.0%	-2.5%	-16.3%	.	-5.1%	.	.	0.0%
- CCN(C(=O)c1cc(Cl)ccc1OC)c1ccccc1C
 : 14.5%	5.9%	-7.4%	1.9%	0.9%	-3.5%	-7.5%[46.1 µM]	0.0%
- CCCCCCCC/C=C\CCCCCCCC(=O)NCC(=O)O
 : 7.5%	-0.6%	-18.1%	5.1%	-1.6%	5.1%	.	-1.1%
- O=C(CC(=O)N/N=C/c1ccc(Cl)cc1Cl)NCc1ccccc1
 : -3.1%	-8.2%	4.5%	-0.6%	-2.6%	2.2%	-2.9%[46.1 µM]	0.0%
- CCCCc1ccc(NC(=S)NCc2ccccc2OC)cc1
 : -3.3%	-3.7%	-22.3%	0.0%	-1.0%	-7.6%	-37.6%	-1.3%
- O=C(CSc1nnc(-c2ccccc2)c(-c2ccccc2)n1)NCCc1ccccc1
 : -6.7%	0.9%	-16.3%	.	-0.6%	.	.	1.5%
- CCCCn1c(CNC(=O)c2ccc(OC)cc2)nnc1SCC(=O)Nc1ccc(OC)cc1
 : -6.3%	-2.0%	-24.1%	.	-6.4%	.	.	1.9%
- Cc1nc2nc(SCC(N)=O)[nH]c2cc1Br
 : -5.2%	3.1%	-2.7%	16.5%	-6.8%	5.9%	-11.3%[46.1 µM]	0.1%
- C=CCOCCN(C)C1=NS(=O)(=O)c2cc([N+](=O)[O-])ccc21
 : 2.2%	5.0%	1.4%	1.5%	1.5%	9.9%	17.2%	-0.1%
- Cc1ccc(OCC(=O)Nc2c(Cl)ccc3nsnc23)cc1C
 : 14.6%	-4.6%	-10.9%	.	-3.3%	.	.	-1.1%
- Cc1cccc(CN2CCN(c3nc4nonc4nc3NC3CC3)CC2=O)c1
 : -3.6%	-5.2%	-2.9%	2.2%	-2.8%	-2.5%	25.8%	-1.2%
- Cc1c(N)c(C(C)(C)C)cc(C(C)(C)C)c1[N+](=O)[O-]
 : 6.3%	-12.5%	-16.2%	3.2%	-2.1%	0.8%	-17.6%	-1.8%
- COCCNC(=O)CS(=O)(=O)Cc1nc(-c2ccc(C)cc2)oc1C
 : -2.6%	-0.5%	-4.0%	6.3%	-5.6%	1.5%	-1.2%[46.1 µM]	-1.0%
- COc1cc(C(=O)N(Cc2ccco2)Cc2cc3ccccc3[nH]c2=O)cc(OC)c1OC
 : -3.9%	-6.9%	-7.3%	-1.5%	-0.6%	-4.6%	-13.1%[46.1 µM]	-1.8%
- O=C1CSC(c2cn(-c3ccccc3)nc2-c2cccs2)N1CC1CCCO1 (stereo not given)
 : -0.7%	5.9%	-16.4%	9.0%	0.9%	6.5%	-27.3%[46.1 µM]	-8.7%
- O=C(NCCc1ccc(Cl)cc1)c1cnc2sc(N3CCCCC3)nn2c1=O
 : -3.8%	-1.3%	0.2%	.	-1.3%	.	.	-2.4%
- Cc1cccc(OCC(O)CN2C(C)(C)CC(O)CC2(C)C)c1C (stereo not given)
 : 6.1%	3.0%	-1.6%	4.4%	3.2%	1.9%	6.2%[46.1 µM]	-0.9%
- S=c1[nH]nc(COc2ccc3ccccc3c2)o1
 : 1.9%	2.5%	-5.8%	9.2%	-3.6%	1.7%	-13.7%[46.1 µM]	-1.2%
- COC(=O)C1C(O)=C(C=Nc2ccc(N)cc2)C(=O)CC1(C)C (stereo not given)
 : -13.7%	-7.0%	-14.4%	-0.5%	1.9%	0.5%	-10.3%[46.1 µM]	0.1%
- Cc1ccc(-c2csc3nc(-c4ccncc4)[nH]c(=O)c23)cc1
 : -5.3%	-4.5%	-12.1%	5.4%	0.4%	4.3%	-38.3%	15.1%
- COCCNC(=O)CSc1ncnc2sc(-c3ccccc3)cc12
 : -4.4%	?	-24.3%	0.4%	-4.0%	0.4%	-15.9%	4.3%
- COC(=O)[C@H](C)NC(=O)NC1CCN(Cc2ccccc2)CC1
 : 3.5%	2.0%	-0.6%	3.7%	0.0%	-1.3%	-3.4%[46.1 µM]	2.9%
- COc1ccc(CC(=S)N2CCOCC2)cc1
 : 2.6%	-10.6%	-5.9%	6.3%	4.9%	-2.4%	-8.9%[46.1 µM]	-1.2%
- COc1cc2c(cc1OC)CN(CC(=O)NC(=O)NC(C)(C)C)CC2
 : -1.1%	-0.2%	-9.3%	0.8%	-0.3%	15.0%	8.6%	-3.3%
- Cc1ccc(-c2nnc(CCC(=O)NCc3csc(C)n3)o2)s1
 : 4.9%	-4.1%	-1.7%	5.9%	-1.4%	10.4%	19.4%	-2.4%
- CC(=O)OC/C=C(\C)CC/C=C(\C)CC/C=C(\C)CC/C=C(\C)CC/C=C(\C)CC/C=C(\C)CC/C=C(\C)CC/C=C(\C)CCC=C(C)C
 : -1.1%	-2.1%	-8.9%	.	1.4%	4.9%	.	-0.5%
- CC(=O)c1c(N2CCCCC2)nc(=S)n(-c2ccccc2)c1C
 : 3.2%	?	-2.8%	1.4%	-2.2%	-15.5%	-21.4%[46.1 µM]	-2.0%
- CCOC(=O)N1CCN(S(=O)(=O)c2cc(OCC)ccc2OCC)CC1
 : -8.9%	7.3%	-4.2%	3.0%	-1.5%	9.1%	-17.8%[46.1 µM]	-0.9%
- COc1cccc(-c2nc(CS(=O)(=O)CC(=O)Nc3c(C)cc(C)cc3C)c(C)o2)c1
 : 1.3%	-5.5%	12.8%	.	-18.1%	.	.	0.5%
- Cc1c(NC2(C#N)CCCC2)c(=O)n(-c2ccccc2)n1C
 : -1.3%	8.1%	-2.4%	-0.1%	2.4%	-20.1%	10.4%	0.0%
- CC/C(=N\NC(=O)OC)c1ccc(OC(F)F)cc1
 : -10.5%	-0.4%	-6.0%	0.7%	-2.4%	-4.0%	12.6%	-1.6%
- COC(=O)C1CCN(C(=O)Nc2ccc(OC)cc2)CC1
 : -5.1%	-1.5%	3.1%	-0.4%	-1.0%	2.9%	2.4%[46.1 µM]	-1.1%
- CCN(CC)S(=O)(=O)c1ccc(C(=O)OCC(=O)NCc2ccco2)cc1
 : -8.1%	5.6%	-0.2%	-9.1%	-2.6%	-0.8%	3.5%	-0.4%
- COc1ccc(CCN(C)CCC(=O)Nc2cccc(C)c2)cc1OC
 : 1.6%	-0.9%	-11.0%	0.5%	1.3%	5.0%	2.3%	-1.0%
- CCOc1ccc(C2c3[nH]c4ccccc4c3CCN2Cc2cn(CC)nc2C)cc1 (stereo not given)
 : -4.5%	4.9%	-15.9%	-1.6%	-4.0%	-5.1%	52.5%	-5.4%
- CCN(c1ccc(F)cc1)S(=O)(=O)c1ccc2[nH]cc(C(=O)NCCCN3CCOCC3)c(=O)c2c1
 : 1.6%	?	?	2.1%	-0.6%	-2.3%	-47.2%	-1.3%

A portion of the library; rates above refer to the full screens.
